# Pf growth 96h = P. falciparum growth inhibition at 96 hours. Potency, µM (top dose mostly 28.7 µM), for inactives: at the highest dose activity change, negative = inhibition, usual class: inhibitors. P. falciparum luciferase reporter growth, 96 h. 320,000 compounds, 6.9% hits; note: potency is the fitted concentration of half-maximal effect; % is set by controls: 0 for no effect and ±100 for the full control effect
#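 Erythrocytes infected with luciferase-expressing P. falciparum were dispensed at 2% hematocrit and 0.05% parasitemia (final), then incubated with compounds 96 hours at 37 C in 5% CO2. Luminescence after detection reagent addition reported growth.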
# Shiga toxin inh = inhibitors of Shiga toxin in Vero cells | Vero cells, Shiga toxin protein synthesis inhibition reporter | inhibition, % at 38.7 µM | 290,000 compounds, 9.2% hits | AID 2315; in the data active = inhibition mostly above about 28%, no sharp cut-off; inactive = mostly below about 43%; note: 0% is about no effect
# Cycloheximide cs = affects cycloheximide protein synthesis inhibition readout, counter-screen | cell reporter, cycloheximide protein synthesis inhibition counterscreen | max response, % | 300,000 compounds, 12% hits | AID 2314; in the data active = max response mostly above about 13%, no sharp cut-off; inactive = mostly below about 14%; note: read at 38.3 µM for the half of the compounds with a filed dose; 0% is about no effect
# Sm TGR inh = inhibitors of Schistosoma mansoni thioredoxin glutathione reductase. Q962Y6. purified TGR, DTNB reduction, TNB absorbance 405 nm. Potency, µM (titrated, usually from 114 µM), inactives show at the highest dose activity change, negative = inhibition, most hits filed as inhibitors. 360,000 compounds, 3% hits; note: potency is the fitted concentration of half-maximal effect; % is set by controls: 0 for no effect and ±100 for the full control effect; nearly all actives have a fitted effect of over 60% in size
#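 First, TGR (20 nM dispensed) and NADPH were mixed with compound. Second, a 15 min room-temperature incubation followed. Third, further NADPH and then DTNB were added to start the reaction. Finally, TNB absorbance was monitored kinetically.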
# Pf growth 48h = inhibits P. falciparum growth in the first generation, 48 h. P. falciparum luciferase growth in erythrocytes, 48 h. Potency, µM (doses to about 28.7 µM), for inactives: at the top dose activity change, negative = inhibition, most hits filed as inhibitors. 310,000 compounds, 5.9% hits. AID 504832; note: potency is the fitted concentration of half-maximal effect; % is set by controls: 0 for no effect and ±100 for the full control effect
#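 Parasite viability was followed by luminescence of a genomically integrated firefly luciferase. Cultures held 0.1% parasitemia at 2% hematocrit (final), incubated under 5% CO2 at 37 C.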
# FBPA Giardia inh = inhibitors of Giardia lamblia fructose-1,6-bisphosphate aldolase; A8B2U2; purified Giardia FBPA; Potency, µM (doses to about 59.6 µM), inactives show top-dose activity, negative = inhibition, usual class: inhibitors; 290,000 compounds, 0.71% hits; AID 2451; note: potency is the fitted concentration of half-maximal effect; % is set by controls: 0 for no effect and ±100 for the full control effect; nearly all actives have a fitted effect of over 55% in size
# Target sequence (A8B2U2 whole entry, looked up): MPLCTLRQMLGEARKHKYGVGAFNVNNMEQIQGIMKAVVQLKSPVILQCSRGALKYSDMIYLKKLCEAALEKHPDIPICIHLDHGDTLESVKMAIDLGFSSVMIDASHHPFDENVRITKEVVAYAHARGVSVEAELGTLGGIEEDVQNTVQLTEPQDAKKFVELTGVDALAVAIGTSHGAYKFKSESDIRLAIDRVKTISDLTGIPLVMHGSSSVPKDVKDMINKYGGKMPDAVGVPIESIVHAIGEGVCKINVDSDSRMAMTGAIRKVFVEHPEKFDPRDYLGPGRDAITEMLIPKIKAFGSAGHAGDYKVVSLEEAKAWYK
#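 Giardia FBPA (40 nM reagent) was preincubated 10 min at RT with compound (up to 57.5 uM final), then substrate plus GAPDH/TPI/NAD/arsenate coupling system with diaphorase/resazurin was added; resorufin fluorescence (525/598 nm) was read after 20 min.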
# An asterisk follows results filed as active; ? = inconclusive; . = no result given; & = joins results of further samples; [ ] = another dose, or the depositor's remark. Unless noted, calls come from the whole dose curve; as a rule, active = well fitted curve in the direction sought with a large enough effect; inconclusive = small, poorly fitted or top-dose-only effect, or another doubt; inactive = no such curve, though single readings can be large; an effect the other way counts as inactive or inconclusive.
# Each structure is followed by: Pf growth 96h, Shiga toxin inh, Cycloheximide cs, Sm TGR inh, Pf growth 48h, FBPA Giardia inh
CCCC(CCC)C(=O)Nc1ccc2c(c1)N(C(=O)CN1CCN(C)CC1)c1ccccc1CC2
 : -6.0%, 28.3, -1.2, 10.3%, 5.22µM*, 9.5%
CC(=O)c1c(C)nc(-c2ccccc2)nc1NC(=O)C(C)C
 : ., -13.9, -0.9, -33.9%, ., -0.4%
NC(N)=NCCC[C@H](NC(=O)c1ccccc1)C(=O)Nc1ccc([N+](=O)[O-])cc1
 : ., -6.1, -7.5, ., ., -0.1%
C=CCn1c(-c2ccncc2)n[nH]c1=S
 : ?, -1.9, -1.8, -0.6%, 15.5%, 2.51µM*
Cc1nnsc1SC(C)C(=O)O (configuration not stated)
 : 0.5%, -7.5, 1.2, -20.0%, 30.6%, 8.3%
COc1cc(C)c(C(C)C)cc1S(=O)(=O)NC1CC(C)(C)NC(C)(C)C1
 : 9.4%, -7.8, -2.0, -15.4%, -1.1%, -3.4%
O=C1CC(N2CCN(c3ccccc3)CC2)C(=O)N1c1ccc(Cl)cc1 (configuration not stated)
 : ?, ., -1.5, ?, 24.4%, -2.5%
CC1(C)NC(=O)N(CC(=O)OCC(=O)Nc2cc(S(=O)(=O)N3CCCCCC3)ccc2Cl)C1=O
 : -7.5%, -3.6, 0.7, -14.1%, -7.5%, 1.2%
O=C(c1ccco1)N1CCN(S(=O)(=O)c2ccccc2[N+](=O)[O-])CC1
 : 68.6%[activator], -3.7, -5.7, 2.8%, ?, 1.7%
CC(=O)N1N=C(c2ccc(Cl)cc2)CC1c1ccco1 (configuration not stated)
 : -5.2%, -7.3, 7.1, 1.6%, 14.7%, 9.4%
O=C(NCCS(=O)(=O)N1CCN(c2ccccc2F)CC1)c1ccc2c(c1)OCO2
 : 16.6%, ., ., -6.7%, -19.7%, .
COc1cccc(CNC(=O)CN2C(=O)c3ccccc3S2(=O)=O)c1
 : 81.1%[activator], ., ., 1.6%, 42.9%[activator], .
O=c1cc[nH]c2c1ccc1cccnc12
 : 69.7%[activator], ., ., -0.4%, 2.3%, .
O=C(COC(=O)c1cccnc1Cl)c1ccc2c(c1)OCCO2
 : -22.1%, 87.7*, 34.8*, 3.1%, 39.2%[activator], -0.8%
COc1ccc(C(=O)NCC(c2cccnc2)N2CCN(c3ccc(F)cc3)CC2)cc1OC (configuration not stated)
 : ?, -3.8, -1.6, 2.1%, -22.5%, 2.8%
Cc1nn(-c2ccc(C(=O)O)cc2)c2c1C(=O)CC(C)(C)C2
 : -17.3%, 80.9*, -1.7, 0.0%, 22.9%, 5.9%
N[C@@H](Cc1c[nH]c2ccccc12)C(=O)O
 : ?, 10.1, -0.8, 14.1µM*, 8.5%, 3.4%&-19.3%
CC1(C)NC(=O)N(CC(=O)OCC(=O)Nc2cc(S(=O)(=O)N3CCCCC3)ccc2Cl)C1=O
 : ?, -9.5, -2.6, ?, -23.2%, 3.0%
Cc1[nH]c(C)c(S(=O)(=O)N2CCN(c3ccccc3)CC2)c1C(=O)N1CCCC1
 : 0.0%, -2.1, -1.0, -13.2%, 8.9%, .
COc1ccc(/C=C\c2onc(C)c2S(=O)(=O)N2CCC(C(=O)NCCC(C)C)CC2)cc1
 : -52.6%, -13.8, -1.5, 5.2%, ., -0.7%
COC(=O)CNC(=O)COC(=O)c1cc(F)c(F)cc1Cl
 : -20.2%, -9.6, -2.4, -14.0%, ., 2.8%
O=C(CN1C(=O)NC2(CCCCC2)C1=O)Oc1ccc2c(C(F)(F)F)cc(=O)oc2c1
 : -10.3%, ., ., 39.8µM*, 8.8%, .
CCOc1ccc(N2C(=O)NC(=O)/C(=C\c3cc(OC)c(OC)cc3[N+](=O)[O-])C2=O)cc1
 : 0.0%, -19.0, -2.5, ?, 15.6%, ?
N#CCSc1nc2c(c(C3CC=CCC3)c1C#N)CCC2 (configuration not stated)
 : 10.4%, -6.2, -2.0, 4.6%, -29.0%, 2.2%
Cc1nn(CC(=O)Nc2ccc(N3CCOCC3)cc2)c(C)c1Cl
 : -17.2%, 35.0, 8.8*, -1.4%, 15.1%, .
Cn1c2c(c(=O)n(C)c1=O)C(c1ccccc1Cl)CC(=O)N2 (configuration not stated)
 : 86.3%[activator], -12.7, -5.2, 0.0%, ., -0.3%
S=C(Nc1cccnc1)N1CCc2ccccc21
 : 5.22µM*, -4.2, -0.7, -2.2%, 10.2%, -14.3%
COc1ccccc1-c1ccc(SCc2ccc(C)cc2)nn1
 : 91.1%[activator], 76.4*, 32.2*, -3.6%, 100.2%[activator], -0.6%
Cc1cccc(NC(=S)N/N=C2/CCCCc3ccccc32)c1
 : ?, -4.7, -4.5, -1.0%, ?, 1.8%
OC(CNC1CCCC1)COc1c(F)cc(Br)cc1F (configuration not stated)
 : -16.1%, -1.5, -2.8, -13.8%, ., -0.7%
CN(CCCN1c2ccccc2CCc2ccccc21)CC(=O)c1ccc(Cl)cc1
 : 15.1µM*, 11.8, 15.4, ., -99.0%, -4.4%
O=C(/C=C/c1ccccc1)NCCSCc1ccccc1
 : -5.7%, 44.2*, 31.3, 0.7%, ?, 0.3%
CCOc1ccc(CNC(=O)c2cccc(NC(=O)C3=C(C)OCCS3)c2)cc1
 : ?, 7.8, 17.2*, 5.5%, ?, .
Cc1cc(C)cc(NC(=S)NN)c1
 : ?, 21.9, -1.0, 0.5%, ?, -15.3%
O=C(Nc1cccc(S(=O)(=O)NC2=NCCC2)c1)c1ccc(OC(F)F)cc1
 : -13.0%, ., ., 6.0%, 26.1%, .
O=C(c1cc2ccccc2oc1=O)N1CCSC1c1ccco1 (configuration not stated)
 : ?, 6.2, 2.8, -32.0%, 3.1%, -0.2%
Cc1nn(C)c(C(=O)Nc2ccc(Br)cc2F)c1Br
 : 70.2%[activator], 36.8, 12.5, -7.6%, 7.7%, 4.2%
COc1ccccc1CN1CC(C(=O)NCCc2cn[nH]c2)CCC1=O (configuration not stated)
 : 13.9%, 22.0, 12.3*, -2.2%, 6.8%, -10.4%
O=C(CSc1ccccc1)Nc1ccccc1C(=O)O
 : 1.6%, 87.5*, 27.1*, -7.7%, 20.4%, 3.2%
O=C(CCS(=O)(=O)c1ccccc1)Nc1ccc(N2CCN(Cc3ccccc3)CC2)cc1
 : ?, ., ., -4.2%, 5.7%, .

# One compound at a time, from the list above:
# Entry for `COC(=O)CNC(=O)COC(=O)c1cc(F)c(F)cc1Cl` = Pf growth 96h = -20.2%; Shiga toxin inh = -9.6; Cycloheximide cs = -2.4; Sm TGR inh = -14.0%; Pf growth 48h = .; FBPA Giardia inh = 2.8%
# Entry for `O=C(c1cc2ccccc2oc1=O)N1CCSC1c1ccco1` (configuration not stated) = Pf growth 96h = ?; Shiga toxin inh = 6.2; Cycloheximide cs = 2.8; Sm TGR inh = -32.0%; Pf growth 48h = 3.1%; FBPA Giardia inh = -0.2%
# Entry for `COc1ccccc1-c1ccc(SCc2ccc(C)cc2)nn1` = Pf growth 96h = 91.1%[activator]; Shiga toxin inh = 76.4*; Cycloheximide cs = 32.2*; Sm TGR inh = -3.6%; Pf growth 48h = 100.2%[activator]; FBPA Giardia inh = -0.6%

# More structures:
# Each structure is followed by: Pf growth 96h, Shiga toxin inh, Cycloheximide cs, Sm TGR inh, Pf growth 48h, FBPA Giardia inh
CCCCN(C(=O)c1cccc(-n2cccc2)c1)c1c(N)n(Cc2ccccc2)c(=O)[nH]c1=O
 : -7.9%, ., ., -13.2%, -29.1%, .
CC(C)(C)c1nc(SCC(=O)Nc2ccc(N3CCOCC3)cc2)c2ccccc2n1
 : 264.0%[activator], -7.6, -2.8, -6.9%, ?, 2.7%
CCCCC(CCC(=O)O)(C(=O)OCC)c1csc(Nc2ccc(C)cc2)n1 (configuration not stated)
 : 4.65µM*, 3.3, 8.0, -14.0%, -1.1%, -5.9%
COc1ccc(NC(=O)c2cc(=O)c3ccccc3o2)cc1Cl
 : -13.5%, ., 5.8, 3.1%, ?, 8.6%
N#C/C(=C\c1c(F)cccc1Cl)c1nn(-c2ccccc2)c(-n2cccc2)c1C#N
 : ?, 10.0, -2.2, -12.3%, 11.7µM*, -4.3%
Cc1cccc(CN2CCC(C(N)=O)CC2)c1
 : ?, -17.5, -2.0, 5.1%, ., 3.8%
COc1ccc(N(CC(=O)N/N=C/c2cccs2)S(=O)(=O)c2ccc(OC)c(OC)c2)cc1
 : 0.0%, -7.0, -0.9, 1.4%, -34.3%, 14.5%
CCC1(c2ccc(Cl)cc2)NC(=S)N(c2ccccc2)N1 (configuration not stated)
 : 10.9%, 36.9, 13.8*, 4.2%, 45.7%[activator], 11.3%
Cc1cccc(-n2nc3c([n+]2[O-])CCc2nonc2-3)c1C
 : 8.6%, -4.3, -3.1, -5.0%, -8.0%, -0.1%
Cc1cccc2sc(NC(=O)C3CCCN(S(=O)(=O)c4cccc5nonc45)C3)nc12 (configuration not stated)
 : ?, 7.4, -1.8, -15.4%, 11.7µM*, -0.3%
Cc1cccc(CCNC(=O)CCNC(=O)Cn2ccc3ccccc3c2=O)c1
 : -3.8%, -12.1, -6.3, -18.3%, 0.6%, 4.9%
CCOC(=O)CC(=O)CSc1nc(-c2cccnc2)ccc1C#N
 : ., 15.1, 14.5*, -3.0%, 10.4µM*, 4.0%
O=C1CSC(c2ccc(Cl)cc2)N1 (configuration not stated)
 : -20.5%, -8.0, -1.3, 6.2%, ., -7.6%
CCc1c(C)sc(NC(=O)Cc2ccccc2OC)c1C(=O)N1CCOCC1
 : 24.7%, -32.9, 1.6, -1.8%, -2.5%, .
COc1ccc(Br)cc1S(=O)(=O)NCCCN1CCOCC1
 : -4.7%, 10.9, -2.8, 4.0%, -10.4%, 0.1%
COc1ccc(OC)c(/C=C/C(=O)OCC(=O)NCc2ccco2)c1
 : -0.8%, ., ., -20.7%, -0.6%, .
Cc1ccc2cc(C#N)c(N3CCN(C(=O)c4ccccc4)CC3)nc2c1
 : ?, -18.7, -6.0, 8.5%, ?, -7.5%
N#Cc1ccccc1S(=O)(=O)N1CCN(CC(=O)NC(=O)NC2CCCCC2)CC1
 : ?, ., ., -8.8%, -8.6%, .
CC(C)c1ccc(NC(=S)NN2CCN(C)CC2)cc1
 : -30.8%[1.15 µM], 18.4, 1.2, ?, 12.8%, -0.1%
Cc1c(C(=O)c2ccc(Cl)c(Cl)c2)cnc2cc3c(cc12)OCO3
 : ?, -5.3, -2.4, -5.0%, ?, 0.0%
Cc1cc(C)nc(NC(=O)c2cccc([N+](=O)[O-])c2)c1
 : ?, 13.5, -2.7, -11.5%, 58.3%[activator], -2.1%
CC(=O)/C(=C/c1ccc(N(C)C)cc1)C(=O)c1ccccc1
 : -4.2%, -3.6, -1.8, 1.3%, -17.9%, -1.4%
O=C(Cn1c(=O)sc2ccccc21)NCc1ccco1
 : -19.7%, 24.5, 2.1, -12.6%, 18.3%, -1.4%
COCCNC(=O)c1ccc2c3n(nc2c1)-c1ccc(Cl)cc1CO3
 : 104.7%[activator], 44.1*, 7.5*, -0.2%, 120.3%[activator], 2.5%

# Reformatted as comma-separated lines: entries from further up
smiles,Pf growth 96h,Shiga toxin inh,Cycloheximide cs,Sm TGR inh,Pf growth 48h,FBPA Giardia inh
Cc1cccc2sc(NC(=O)C3CCCN(S(=O)(=O)c4cccc5nonc45)C3)nc12 (configuration not stated),?,7.4,-1.8,-15.4%,11.7µM*,-0.3%
CCCCC(CCC(=O)O)(C(=O)OCC)c1csc(Nc2ccc(C)cc2)n1 (configuration not stated),4.65µM*,3.3,8.0,-14.0%,-1.1%,-5.9%

# Bioassay records as filed in PubChem.
